T cruzi HTS: blocks T. cruzi growth inside host cells; intracellular Trypanosoma cruzi in host cells, plate reader; hit rate 4.9% among 22,000; activity score (inhibition), % at 5.01 µM; in the data active = activity score above about 55%; inconclusive = no clear call, values can overlap the other calls;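 note: parasites and compound incubated about four days before reading; 0% = median of neutral control wells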
INS-1E ATP HTS: preserves ATP levels in cytokine-treated INS-1E cells; hit rate 0.1% among 20,000; INS-1E cytokine-induced death, ATP luminescence, 48 h; normalised: neutral wells 0, positive control 100; AID 488910; protection from cytokine-induced ATP loss, % at 10 µM;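 active = mean replicate protection from cytokine-induced ATP loss at least 50% and at least 75% of replicates each reaching 50%; inconclusive = meets only one of the two criteria, mean or replicate share; inactive = fails both the mean and replicate share criteria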
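Assay system – rat INS-1E insulinoma cell line · Quantity – 8000 cells per well · Buffer or medium – RPMI without phenol red, 5% FBS · Schedule – 48 h co-treatment, 10 min post-lysis read · Technique – luminescent ATP assay (CellTiter-Glo)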
Starred values were filed as active, the others as inactive; ? = inconclusive; . = no result given. These rows are one share of the data; the hit share may differ from the screen's.

SMILES | T cruzi HTS | INS-1E ATP HTS
COc1ccc(S(=O)(=O)Nc2cccc3c2O[C@H](CN(C)Cc2ccc4c(c2)OCO4)[C@@H](C)CN([C@@H](C)CO)C3=O)cc1 | -21.1 | 10.6
C[C@@H]1CN([C@@H](C)CO)C(=O)c2cc(NC(=O)Cn3cnnn3)ccc2O[C@@H]1CN(C)S(=O)(=O)c1ccc(F)cc1 | -3.1 | .
CC(C)NC(=O)N(C)C[C@H]1Oc2c(cccc2N(C)C)C(=O)N([C@H](C)CO)C[C@H]1C | 8.9 | 8.8
C[C@@H]1CCCCO[C@@H](CN(C)Cc2ccc3c(c2)OCO3)[C@@H](C)CN([C@H](C)CO)C(=O)c2cc(NC(=O)Nc3cccc4ccccc34)ccc2O1 | 52.5 | -3.4
C[C@@H]1CN([C@H](C)CO)C(=O)c2cc(NS(=O)(=O)c3cn(C)cn3)ccc2O[C@@H]1CN(C)Cc1ccc(Cl)c(Cl)c1 | 5.8 | -4.6
C[C@@H]1CCCCO[C@@H](CN(C)C(=O)CCC(F)(F)F)[C@@H](C)CN([C@H](C)CO)C(=O)c2cc(NC(=O)Nc3ccccc3)ccc2O1 | -11.1 | 2.2
Cc1noc(C)c1NC(=O)N(C)C[C@@H]1Oc2ccc(NC(=O)C3CC3)cc2CC(=O)N([C@H](C)CO)C[C@@H]1C | -20.8 | 15.7
C[C@H]1CN([C@@H](C)CO)C(=O)CCCn2cc(nn2)CO[C@H]1CN(C)C(=O)Nc1ccc(-c2cccs2)cc1 | -8.0 | .
COc1ccc(NC(=O)N(C)C[C@@H]2Oc3ccc(NS(=O)(=O)c4cccs4)cc3C(=O)N([C@H](C)CO)C[C@@H]2C)cc1 | 6.8 | 8.2
C[C@@H]1CN([C@@H](C)CO)C(=O)c2cc(NC(=O)Cc3ccccc3)ccc2O[C@@H]1CN(C)Cc1ccc(C(=O)Nc2ccccc2N)cc1 | 13.0 | 14.4
C[C@H]1CN([C@@H](C)CO)C(=O)Cc2cc(NS(=O)(=O)c3ccc(F)cc3)ccc2O[C@H]1CN(C)Cc1ccc(Cl)c(Cl)c1 | 40.2 | -15.3
C[C@@H]1CN([C@H](C)CO)C(=O)Cc2cc(NC(=O)Cc3ccccc3)ccc2O[C@H]1CN(C)C(=O)Nc1ccc(C(F)(F)F)cc1 | 1.2 | 1.0
Cc1noc(C)c1NC(=O)Nc1ccc2c(c1)C(=O)N([C@@H](C)CO)C[C@H](C)[C@@H](CN(C)C(=O)NC1CCCCC1)O2 | -13.9 | -43.5
CNC[C@H]1Oc2ccc(NC(=O)Cn3cnnn3)cc2C(=O)N([C@H](C)CO)C[C@H]1C | -14.2 | 11.6
CC(C)NC(=O)N(C)C[C@@H]1Oc2ccc(NC(=O)CCCCCC(=O)Nc3ccccc3N)cc2CC(=O)N([C@@H](C)CO)C[C@@H]1C | -33.7 | -0.6
COc1ccc(NC(=O)Nc2ccc3c(c2)CC(=O)N([C@H](C)CO)C[C@@H](C)[C@H](CN(C)CC2CC2)O3)cc1 | 8.4 | -8.7
Cc1noc(C)c1NC(=O)N(C)C[C@@H]1Oc2ccc(NC(=O)C3CCCCC3)cc2CC(=O)N([C@H](C)CO)C[C@@H]1C | -28.5 | 18.6
COc1ccc(NC(=O)N(C)C[C@@H]2Oc3ccc(NS(=O)(=O)c4ccc(C)cc4)cc3CC(=O)N([C@H](C)CO)C[C@H]2C)cc1 | -16.6 | -7.6
CC(C)NC(=O)N(C)C[C@H]1Oc2ccc(NC(=O)CCN3CCOCC3)cc2C(=O)N([C@@H](C)CO)C[C@H]1C | -2.3 | -5.1
CNC[C@@H]1Oc2ccc(NC(=O)NC3CCCCC3)cc2CC(=O)N([C@H](C)CO)C[C@H]1C | -20.1 | 12.4
C[C@H](CO)N1C[C@H](C)[C@H](CN(C)C(=O)Nc2ccc3c(c2)OCO3)Oc2ccc(NC(=O)C3CCCCC3)cc2C1=O | -10.4 | 11.1
C[C@@H]1CN([C@H](C)CO)C(=O)Cc2cc(NS(=O)(=O)c3cccs3)ccc2O[C@H]1CN(C)C(=O)NC1CCCCC1 | -15.5 | 14.2
C[C@@H]1CCCCO[C@H](CN(C)Cc2ccc(C(F)(F)F)cc2)[C@@H](C)CN([C@H](C)CO)C(=O)c2cc(NC(=O)CCCCCC(=O)Nc3ccccc3N)ccc2O1 | 40.4 | 14.1
COc1ccc(S(=O)(=O)Nc2ccc3c(c2)C(=O)N([C@H](C)CO)C[C@H](C)[C@H](CN(C)Cc2ccc(C(=O)Nc4ccccc4N)cc2)O3)cc1 | 22.6 | 9.5
COc1ccc(NC(=O)N(C)C[C@@H]2Oc3ccc(NC(=O)Cn4cnnn4)cc3C(=O)N([C@H](C)CO)C[C@@H]2C)cc1 | -39.9 | 6.3

Part of the list above, with values under each structure.
Every second line gives: T cruzi HTS, INS-1E ATP HTS
- Cc1noc(C)c1NC(=O)Nc1ccc2c(c1)C(=O)N([C@@H](C)CO)C[C@H](C)[C@@H](CN(C)C(=O)NC1CCCCC1)O2
    -13.9, -43.5
- CNC[C@H]1Oc2ccc(NC(=O)Cn3cnnn3)cc2C(=O)N([C@H](C)CO)C[C@H]1C
    -14.2, 11.6
- CC(C)NC(=O)N(C)C[C@@H]1Oc2ccc(NC(=O)CCCCCC(=O)Nc3ccccc3N)cc2CC(=O)N([C@@H](C)CO)C[C@@H]1C
    -33.7, -0.6
- COc1ccc(NC(=O)Nc2ccc3c(c2)CC(=O)N([C@H](C)CO)C[C@@H](C)[C@H](CN(C)CC2CC2)O3)cc1
    8.4, -8.7

Next part.
SMILES | T cruzi HTS | INS-1E ATP HTS
C[C@@H]1CN([C@@H](C)CO)C(=O)c2cc(NC(=O)Nc3cccc4ccccc34)ccc2O[C@H]1CN(C)C(=O)Nc1ccc2c(c1)OCO2 | 2.0 | 1.7
C[C@@H]1CN([C@@H](C)CO)C(=O)c2cc(NS(C)(=O)=O)ccc2O[C@@H]1CN(C)Cc1ccc(C(=O)Nc2ccccc2N)cc1 | -14.3 | 3.2
C[C@@H]1CCCCO[C@@H](CN(C)Cc2ccc(C(=O)O)cc2)[C@@H](C)CN([C@H](C)CO)C(=O)c2cc(NC(=O)Nc3ccccc3)ccc2O1 | -9.3 | 2.3
C[C@@H]1CN([C@H](C)CO)C(=O)c2cc(NC(=O)Nc3ccc4c(c3)OCO4)ccc2O[C@@H]1CN(C)C(=O)Nc1ccc(F)cc1 | -3.7 | -1.7
C[C@H](CO)N1C[C@H](C)[C@@H](CN(C)Cc2ccc(Cl)c(Cl)c2)Oc2c(NC(=O)c3nc4ccccc4s3)cccc2C1=O | 69.4* | -28.2
C[C@@H]1CN([C@H](C)CO)C(=O)c2cccc(NS(C)(=O)=O)c2O[C@@H]1CN(C)S(=O)(=O)c1ccccc1 | -14.3 | 2.4
Cc1noc(C)c1NC(=O)N(C)C[C@H]1Oc2c(NC(=O)CCCCCC(=O)Nc3ccccc3N)cccc2C(=O)N([C@H](C)CO)C[C@@H]1C | -18.8 | -5.0
C[C@H](CO)N1C[C@H](C)[C@@H](CN(C)S(=O)(=O)c2cccs2)Oc2ccc(NS(=O)(=O)c3ccc(F)cc3)cc2C1=O | 17.6 | -6.9
C[C@H]1CN([C@@H](C)CO)C(=O)Cc2cc(NS(=O)(=O)c3ccccc3)ccc2O[C@H]1CN(C)Cc1ccc(C(=O)Nc2ccccc2N)cc1 | 69.5* | 35.0
C[C@H]1CN([C@@H](C)CO)C(=O)c2cc(NC(=O)CCC(F)(F)F)ccc2O[C@H]1CN(C)Cc1ccc2c(c1)OCO2 | -18.5 | .
CNC[C@@H]1Oc2c(NS(C)(=O)=O)cccc2C(=O)N([C@@H](C)CO)C[C@@H]1C | -21.4 | 9.5
Cc1ccc(S(=O)(=O)Nc2ccc3c(c2)C(=O)N([C@@H](C)CO)C[C@H](C)[C@H](CN(C)Cc2ccc(-c4ccccc4)cc2)O3)cc1 | 12.2 | .
C[C@H](CO)N1C[C@H](C)[C@H](CN(C)S(=O)(=O)c2cccs2)Oc2ncc(-c3cccc(C(F)(F)F)c3)cc2C1=O | 49.5 | .
C[C@H]1CN([C@@H](C)CO)C(=O)Cc2cc(NC(=O)Cn3cnnn3)ccc2O[C@@H]1CN(C)C | -5.7 | 10.9
COc1ccc(CN(C)C[C@H]2Oc3ccc(NC(=O)Cc4cn(C)c5ccccc45)cc3CC(=O)N([C@@H](C)CO)C[C@H]2C)cc1 | 32.0 | -9.1
C[C@@H]1CN([C@@H](C)CO)C(=O)c2cc(NC(=O)C3CC3)ccc2O[C@@H]1CN(C)S(=O)(=O)c1ccccc1 | 0.9 | 3.9
C[C@H](CO)N1C[C@H](C)[C@H](CN(C)C)Oc2ccc(NS(=O)(=O)c3ccc(Cl)cc3)cc2CC1=O | -29.4 | 2.2
C[C@H](CO)N1C[C@H](C)[C@H](CN(C)Cc2ccc(-c3ccccc3)cc2)OCc2cn(nn2)CCCC1=O | -23.6 | .
C[C@@H]1CN([C@@H](C)CO)C(=O)c2cc(NC(=O)Nc3ccc(F)cc3)ccc2O[C@H]1CN(C)C(=O)Nc1ccccc1 | -7.0 | 4.9
C[C@@H]1CN([C@H](C)CO)C(=O)c2cccc(NC(=O)C3CCCCC3)c2O[C@H]1CN(C)C(=O)NC1CCCCC1 | 1.1 | 17.1
C[C@H]1CN([C@@H](C)CO)C(=O)c2cccc(NC(=O)Nc3ccccc3)c2O[C@H]1CN(C)S(=O)(=O)c1cn(C)cn1 | -16.8 | 4.8
COc1ccc(NC(=O)N(C)C[C@H]2Oc3c(NC(=O)Nc4ccc(C(F)(F)F)cc4)cccc3C(=O)N([C@@H](C)CO)C[C@@H]2C)cc1 | -9.4 | -8.7
C[C@H]1CN([C@@H](C)CO)C(=O)Cc2cc(NS(=O)(=O)c3ccc(F)cc3)ccc2O[C@H]1CN(C)Cc1ccc2c(c1)OCO2 | -4.6 | -4.3
C[C@H]1CN([C@@H](C)CO)C(=O)c2cccc(NC(=O)c3ccc(-c4nccs4)cc3)c2O[C@@H]1CN(C)S(=O)(=O)c1ccc(F)cc1 | 12.6 | 8.7
C[C@H](CO)N1C[C@H](C)[C@@H](CN(C)Cc2ccc(Oc3ccccc3)cc2)Oc2c(NS(=O)(=O)c3ccc(F)cc3)cccc2C1=O | 19.5 | -1.7

Quoted at random: 3 compounds from above
SMILES | T cruzi HTS | INS-1E ATP HTS
C[C@H](CO)N1C[C@H](C)[C@H](CN(C)Cc2ccc(-c3ccccc3)cc2)OCc2cn(nn2)CCCC1=O | -23.6 | .
C[C@@H]1CCCCO[C@@H](CN(C)C(=O)CCC(F)(F)F)[C@@H](C)CN([C@H](C)CO)C(=O)c2cc(NC(=O)Nc3ccccc3)ccc2O1 | -11.1 | 2.2
COc1ccc(CN(C)C[C@H]2Oc3ccc(NC(=O)Cc4cn(C)c5ccccc45)cc3CC(=O)N([C@@H](C)CO)C[C@H]2C)cc1 | 32.0 | -9.1

New compounds follow
SMILES | T cruzi HTS | INS-1E ATP HTS
O=C(CCCCCCC(=O)Nc1ccccc1O)N/N=C/[C@H](O)[C@@H](O)[C@H](O[C@@H]1O[C@H](CO)[C@H](O)[C@H](O)[C@H]1O)[C@H](O)CO | 1.0 | -14.4
COc1ccc(S(=O)(=O)Nc2ccc3c(c2)CC(=O)N([C@H](C)CO)C[C@H](C)[C@H](CN(C)Cc2ccccc2)O3)cc1 | 6.3 | 0.9
Cc1noc(C)c1NC(=O)N(C)C[C@H]1Oc2ccc(N(C)C)cc2CC(=O)N([C@@H](C)CO)C[C@H]1C | -13.0 | 9.3
C[C@H]1CN([C@@H](C)CO)C(=O)Cc2cc(NS(=O)(=O)c3ccc(Cl)cc3)ccc2O[C@@H]1CN(C)S(=O)(=O)c1cn(C)cn1 | -4.4 | 4.7
Cc1noc(C)c1NC(=O)Nc1cccc2c1O[C@@H](CN(C)S(=O)(=O)c1cn(C)cn1)[C@@H](C)CN([C@H](C)CO)C2=O | 28.0 | 12.6
Cc1ccc(S(=O)(=O)Nc2ccc3c(c2)C(=O)N([C@H](C)CO)C[C@H](C)[C@H](CN(C)C(=O)Nc2ccc4c(c2)OCO4)OCCCC[C@@H](C)O3)cc1 | -1.4 | 1.0
C[C@H](CO)N1C[C@H](C)[C@@H](CN(C)C(=O)Nc2ccc(C(F)(F)F)cc2)Oc2ccc(NC(=O)Nc3ccc(C(F)(F)F)cc3)cc2C1=O | ? | -102.5
CNC[C@H]1Oc2ccc(NC(=O)Cn3cnnn3)cc2C(=O)N([C@@H](C)CO)C[C@H]1C | -4.3 | 8.7
C[C@@H]1CN([C@@H](C)CO)C(=O)Cc2cc(NC(=O)Cn3cnnn3)ccc2O[C@@H]1CN(C)S(=O)(=O)c1cn(C)cn1 | -10.8 | 10.1
C[C@H]1CN([C@@H](C)CO)C(=O)c2cccc(NC(=O)c3ccc(-c4nccs4)cc3)c2O[C@H]1CN(C)Cc1ccncc1 | 39.0 | 0.3
